HTR2A ag: mouse Htr2a agonists via beta-arrestin recruitment, primary screen, cell-based, luminescence; AID 624169, 2012; activation, % at 7.6 µM; CHO-K1 mHTR2A beta-arrestin complementation; percent of 30 µM serotonin response; 360,000 compounds, 0.66% hits;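 active means activation above a run cutoff, the mean activation of all tested compounds plus 3 SD, cut at about 14% in these data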;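 further: 0% = plate median of compound wells and 100% = 30 µM serotonin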
Target sequence (P35363 whole entry, looked up): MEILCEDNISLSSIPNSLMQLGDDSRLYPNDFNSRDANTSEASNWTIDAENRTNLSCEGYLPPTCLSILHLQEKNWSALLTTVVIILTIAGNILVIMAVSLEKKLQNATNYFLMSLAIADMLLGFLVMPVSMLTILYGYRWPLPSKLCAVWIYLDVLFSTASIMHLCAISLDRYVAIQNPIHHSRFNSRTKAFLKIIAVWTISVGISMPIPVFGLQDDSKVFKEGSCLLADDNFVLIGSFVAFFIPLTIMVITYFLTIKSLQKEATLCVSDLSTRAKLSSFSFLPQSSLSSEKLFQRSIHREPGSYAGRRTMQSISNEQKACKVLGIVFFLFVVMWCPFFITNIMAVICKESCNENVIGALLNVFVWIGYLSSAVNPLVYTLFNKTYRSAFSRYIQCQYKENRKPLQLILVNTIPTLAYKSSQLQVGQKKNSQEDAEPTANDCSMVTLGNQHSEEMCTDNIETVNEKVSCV
NR2E3 ag-1: NR2E3 agonists in two-hybrid cells, primary screen, cell-based, luminescence, CHO-S, Gal4-NCOR/VP16-NR2E3; Photoreceptor-specific nuclear receptor (Homo sapiens), Q9Y5X4; luciferase; inhibition of corepressor binding, % at 3.98 µM; 360,000 compounds, 0.35% hits; AID 602229, 2012;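 active means inhibition above the mean of all tested compounds plus 3 SD, cut at about 70% in these data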;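 further: 0% = DMSO with NR2E3 transfected cells and 100% = cells lacking NR2E3 construct; higher means lower luciferase signal from less NR2E3 corepressor binding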
iPSC survival up: enhancers of single-cell hiPSC survival, primary screen, ATPlite luminescence; 100% = ROCK inhibitor wells, 0% = DMSO; survival enhancement, % at 20 µM; 360,000 compounds, 0.044% hits; AID 602274, 2012; in the data active means survival enhancement above about 18%;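 further: cells exposed to compounds for 16 hours before the ATP read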
NR2E3 ag-2: inhibitors of NR2E3-RetCOR corepressor binding, primary screen, NR2E3 agonist project, biochemical, TR-FRET, GST-NR2E3, biotin-RetCOR; Photoreceptor-specific nuclear receptor (Homo sapiens), Q9Y5X4; 1536-well; inhibition of corepressor binding, % at 4.78 µM; 320,000 compounds, 0.12% hits; AID 2300, 2010;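 active means percent inhibition above the cutoff of mean plus 3 SD of all tested compounds, set per screening campaign, cut at about 20% in these data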;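 further: 0% = DMSO wells and 100% = biotin wells as full block of FRET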
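Format: 1536-well format; test system: GST-NR2E3 and biotin-RetCOR proteins; read-out basis: percent inhibition of TR-FRET ratio; timing: 5 h incubation at 4 °C; detection: time-resolved FRET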
CaV13 ICDI inh: Disruptors of the CACNA1D IQ motif to Ca2+-dependent inactivation inhibitor domain association, primary screening, Förster resonance energy transfer in intact living …. inhibition, % at 12.3 µM. HEK cells, CFP/YFP FRET ICDI-IQ, plate reader, 10 min; percent FRET-ratio fall versus neutral wells. AID 743397. 340,000 compounds, 0.098% hits;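 active means mean replicate inhibition of at least 30% and at least 1% of replicates passing that level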;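 further: 0% = median of the neutral control wells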
MITF TRPM1 inh: inhibitors of MITF-dependent TRPM1 promoter reporter, primary screen, cell-based, SK-MEL-5, single point, luciferase; SK-MEL-5 TRPM1 promoter luciferase, 24 h; inhibition, % at 12.5 µM; 330,000 compounds, 0.83% hits;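 active means mean inhibition across replicates of 60% or more, whatever share of single replicates reaches that level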; further: values of inactives mirror those of a sister screen read the other way
Shn3 3UTR inh: reduction of Shn3 3'UTR firefly luciferase signal, primary screen, Schnurri-3 inhibitor project, cell-based, Clone20 osteoblasts, set 2; 360,000 compounds, 0.52% hits; AID 588674, 2011; inhibition, % at 12.5 µM; Clone20 osteoblast Shn3 3'UTR firefly luciferase, 24 h;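 active means mean inhibition of at least 75% with every replicate also reaching 75%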;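 further: 0% = median of neutral control wells and 100% = pilot-screen positive control compound; some compounds past the cut are filed as inactive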
PDI turbidity: inhibitors of human PDI, primary screen, biochemical, turbidity, single point, plate reader | Protein disulfide-isomerase (Homo sapiens), P07237 | PDI insulin aggregation turbidity, A650, 90 min | inhibition, % at 10 µM | 350,000 compounds, 0.052% hits;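 active means mean inhibition across replicates of 30% or more, whatever share of single replicates reach that level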;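 further: absorbance from insulin aggregation driven by PDI reduction with DTT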
Target sequence (P07237 whole entry, looked up): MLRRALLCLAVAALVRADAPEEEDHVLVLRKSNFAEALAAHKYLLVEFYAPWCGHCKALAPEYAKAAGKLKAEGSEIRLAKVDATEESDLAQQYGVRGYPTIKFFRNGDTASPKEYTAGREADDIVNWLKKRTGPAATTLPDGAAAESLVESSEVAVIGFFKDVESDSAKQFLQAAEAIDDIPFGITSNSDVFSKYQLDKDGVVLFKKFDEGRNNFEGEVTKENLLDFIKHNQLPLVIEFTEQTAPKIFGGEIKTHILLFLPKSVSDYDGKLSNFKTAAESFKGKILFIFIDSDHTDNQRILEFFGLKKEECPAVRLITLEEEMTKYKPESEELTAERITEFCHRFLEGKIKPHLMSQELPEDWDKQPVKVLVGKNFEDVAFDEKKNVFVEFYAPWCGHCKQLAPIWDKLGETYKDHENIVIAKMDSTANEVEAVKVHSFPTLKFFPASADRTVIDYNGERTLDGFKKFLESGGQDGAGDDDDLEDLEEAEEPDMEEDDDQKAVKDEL
Peg3 promoter: Peg3 promoter-driven luciferase inhibitors, primary screen, cell-based, HeLa, luciferase luminescence; HeLa PEG-Prom luciferase reporter, overnight; inhibition, % at 20 µM; 360,000 compounds, 1.7% hits;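 active means inhibition of at least 50% at 20 µM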
HIF-2a block: HIF-2a reporter inhibitors, primary screen, luminescence, 786-0 RCC cells; inhibition, % at 18.8 µM; 360,000 compounds, 0.72% hits; 786-0 RCC cells HIF-2a reporter, luciferase luminescence, overnight;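 active means inhibition of the luminescence signal of 40% or more relative to plate controls, in a single-dose primary screen at 18.75 µM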
H9c2 protect: cardioprotection against H2O2-induced cell death, primary screen, uHTS, H9c2 cells, ATPLite luminescence | H9c2 cardiomyocytes, H2O2 injury protection, 2 h | protection from H2O2 cell death, % at 20 µM | 360,000 compounds, 0.63% hits;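 active means compounds giving at least 50% protection of heart cells from peroxide-induced death in the single-dose screen, raw or plate-pattern-corrected value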;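 further: 0% = DMSO wells with peroxide and 100% = DMSO wells without peroxide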
Starred values were filed as active, the others as inactive; · = no result given.

[1] NC(=O)c1ccc(NC(=O)COC(=O)CCCc2c[nH]c3ccccc23)cc1
[2] O=C(CCC(=O)OCC(=O)c1ccc(F)cc1)NC1CCCCC1
[3] N#Cc1c(N(CCO)CCO)nc(N)c2c(N)nc3c(c12)CC(=O)N3Cc1cccs1
[4] O=C(CCSCCc1ccccn1)Nc1ccc(Br)cn1
[5] O=S(=O)(c1ccccc1)c1nc(Nc2cccc(O)c2)sc1Cl
[6] O=C(CSc1nnc(-c2ccccc2)o1)Oc1ccc(Br)cc1
[7] CCOc1ccc(-c2noc(CCCC(N)=O)n2)cc1OC
[8] CCCNC(=O)c1ccc2c(=O)n(Cc3ccco3)c(=S)[nH]c2c1
Assay by compound	1	2	3	4	5	6	7	8
HIF-2a block	21	13	-1	4	9	16	-3	6
PDI turbidity	2	-2	29	-6	4	-5	4	5
NR2E3 ag-1	12	1	-16	-9	-32	9	-4	7
NR2E3 ag-2	0	0	-2	-3	1	-1	0	1
Shn3 3UTR inh	1	-4	1	-12	17	19	9	-9
MITF TRPM1 inh	5	-8	7	6	15	-10	3	0
H9c2 protect	-4	8	2	0	-22	1	2	8
Peg3 promoter	1	3	8	9	13	5	-7	13
iPSC survival up	3.5	0.1	0.5	-0.8	0.0	-0.5	2.1	-0.6
CaV13 ICDI inh	3	-5	·	-7	-6	-9	-8	-3
HTR2A ag	5	-2	-2	1	-3	2	2	-3

[9] CCOC(=O)[C@@H]1[C@H]2COc3cc(OC)ccc3[C@H]2N2C(=O)N(c3ccccc3)C(=O)[C@]12C
[10] Cn1c(=O)cc(OCC(=O)NCc2cccnc2)c2ccccc21
[11] CC(=O)C[C@H]1c2cc(C(F)(F)F)ccc2S(=O)(=O)N1C1CCCCC1
[12] O=c1c2ccc(Cl)cc2nc(-c2cccc(C(F)(F)F)c2)n1O
[13] CCOC(=O)c1ccc(NC(=O)CSc2nc(N)c(NC(=O)c3ccc(Br)o3)c(=O)[nH]2)cc1
[14] Cc1ccc(S(=O)(=O)N(C)C)cc1NC(=O)COC(=O)CNC(=O)c1cccs1
[15] CCS(=O)(=O)N1CCC(NC(=O)C(Cc2cccc(OC)c2OC)NC(C)=O)CC1 (centres undefined)
[16] O=c1ccc(/C=C/c2ccccc2)nn1Cc1ccc(Cl)cc1Cl
Assay by compound	9	10	11	12	13	14	15	16
HIF-2a block	15	5	4	26	11	4	13	25
PDI turbidity	1	4	-3	2	2	8	1	-1
NR2E3 ag-1	-23	-10	-32	45	-27	1	6	17
NR2E3 ag-2	·	-2	3	4	-2	0	·	2
Shn3 3UTR inh	-10	1	1	20	-7	-4	0	-8
MITF TRPM1 inh	-18	4	14	47	-8	5	-3	2
H9c2 protect	-1	3	-1	24	-3	6	-3	2
Peg3 promoter	0	21	21	52*	8	14	-3	17
iPSC survival up	3.6	-0.9	-3.4	-0.7	0.1	-0.1	-0.6	0.2
CaV13 ICDI inh	-6	-5	-5	·	-11	-5	-20	·
HTR2A ag	-3	2	1	3	-6	-6	-2	1

[17] O=[N+]([O-])c1ccccc1S(=O)(=O)c1ccccc1
[18] Nc1nc(SCC(=O)Nc2ccc(Cl)cc2)[nH]c(=O)c1-c1ccccc1
[19] CCOCCCNC(=O)c1ccc2c(c1)OCO2
[20] Cc1cc(NC(=O)c2c(Br)cnn2C)no1
[21] Nc1c(N(Cc2ccccc2)C(=O)COc2ccc([N+](=O)[O-])cc2)c(=O)[nH]c(=O)n1Cc1ccccc1
[22] COc1cccc(C(O)c2nc3ccccc3n2C(C)C)c1 (centres undefined)
[23] CC1(C)C2([N+](=O)[O-])CN3CC1([N+](=O)[O-])CN(C2)C3C(O)C(O)C(O)CO (centres undefined)
[24] O=C(NNC1=Nc2ccccc2SC1)c1ccc(F)cc1
Assay by compound	17	18	19	20	21	22	23	24
HIF-2a block	9	6	-75	7	8	19	11	-28
PDI turbidity	-2	2	-5	1	-2	8	3	-1
NR2E3 ag-1	22	-35	-40	-12	-14	4	10	-9
NR2E3 ag-2	1	1	-1	·	·	2	5	0
Shn3 3UTR inh	11	12	-28	-2	9	9	-18	11
MITF TRPM1 inh	-13	-8	-12	6	-37	6	4	-4
H9c2 protect	-4	-9	-1	2	2	-1	-4	21
Peg3 promoter	14	-1	-58	7	5	37	15	3
iPSC survival up	0.7	1.3	4.3	0.4	-0.3	2.6	0.1	-0.2
CaV13 ICDI inh	-20	-4	-5	·	-2	·	1	-5
HTR2A ag	-5	-2	-2	-6	0	3	1	-6

[25] CCOC(=O)c1c(CN2CCOCC2)n(-c2ccccc2)c2ccc(O)cc12
[26] O=S(=O)(NCCc1csc(-c2ccccc2)n1)c1ccc2c(c1)OCCO2
[27] CC(OC(=O)c1cc2sccc2n1C)C(=O)NCC1CCCO1 (centres undefined)
[28] COCc1c(C(=O)N/N=C(/C)c2ccccc2)nnn1-c1nonc1N
[29] CCNS(=O)(=O)c1ccc(OCCNS(C)(=O)=O)cc1
[30] CCCc1cc(=O)[nH]c(Nc2cc(OC)ccc2OC)n1
[31] CC(C)c1nc(SCC(=O)c2ccccc2)c2c(=O)n(C)c(=O)n(C)c2n1
[32] Cc1cn(-c2cccnc2)c(C)c1CNC[C@H]1O[C@@H](n2cnc3c(N)ncnc32)[C@H](O)[C@@H]1O
Assay by compound	25	26	27	28	29	30	31	32
HIF-2a block	15	1	-15	2	9	17	9	-2
PDI turbidity	27	2	-1	-2	0	-5	·	-2
NR2E3 ag-1	7	-27	-3	6	-6	-10	1	-17
NR2E3 ag-2	2	-1	1	2	4	-3	2	·
Shn3 3UTR inh	13	5	3	5	3	-9	22	-3
MITF TRPM1 inh	4	6	6	-3	0	12	·	-3
H9c2 protect	6	-22	8	3	9	-2	-13	-3
Peg3 promoter	21	20	4	-6	-6	16	-1	-9
iPSC survival up	2.5	1.1	-0.9	1.0	-1.5	-0.9	0.6	0.9
CaV13 ICDI inh	-6	-7	-10	6	-7	-1	7	-5
HTR2A ag	-3	-9	6	3	3	-5	0	0

Values by screen from the list:
Compounds 25 to 32 in iPSC survival up, in turn: 2.5, 1.1, -0.9, 1.0, -1.5, -0.9, 0.6, 0.9
Compounds 25 to 32 in CaV13 ICDI inh, in turn: -6, -7, -10, 6, -7, -1, 7, -5

Some of these compounds in order of molecular weight, descending:
[31] CC(C)c1nc(SCC(=O)c2ccccc2)c2c(=O)n(C)c(=O)n(C)c2n1
[29] CCNS(=O)(=O)c1ccc(OCCNS(C)(=O)=O)cc1
[30] CCCc1cc(=O)[nH]c(Nc2cc(OC)ccc2OC)n1
Assay by compound	31	29	30
HIF-2a block	9	9	17
PDI turbidity	·	0	-5
NR2E3 ag-1	1	-6	-10
NR2E3 ag-2	2	4	-3
Shn3 3UTR inh	22	3	-9
MITF TRPM1 inh	·	0	12
H9c2 protect	-13	9	-2
Peg3 promoter	-1	-6	16
iPSC survival up	0.6	-1.5	-0.9
CaV13 ICDI inh	7	-7	-1
HTR2A ag	0	3	-5

The list continues.
[33] COc1ccc(C(CNC(=O)c2ccc(C)c(S(=O)(=O)Nc3ccccc3OC)c2)N2CCCC2)cc1 (centres undefined)
[34] CC(=O)N1N=C(c2ccccc2)OC1c1cccnc1 (centres undefined)
[35] Cc1cccc(N2C(=O)C(Cc3ccccc3)NC2=S)c1 (centres undefined)
[36] Cn1cnnc1SC(C(=O)Nc1cc(Cl)cc(Cl)c1)c1ccccc1 (centres undefined)
[37] COc1cccc(CNC(=O)CCC2CCCN(C(=O)CCc3c(C)noc3C)C2)c1 (centres undefined)
[38] COc1ccc(C2(O)CN(c3ccc(C)cc3)C3=[N+]2CCCC3)cc1 (centres undefined)
[39] CN(C)S(=O)(=O)c1cccc(NC(=O)Cn2cnc3ccccc3c2=O)c1
[40] CCOC(=O)c1sc2nc(NC(=O)C3CC3)sc2c1C
[41] Cc1nnc(Sc2nc3c(c(=O)n(C)c(=O)n3C)n2Cc2ccc(Cl)cc2)s1
[42] CCCCCCC1CCC(C(=O)NC(CCSC)C(=O)NC(C(=O)OC)C(C)C)CC1 (centres undefined)
[43] CC1CCN(c2ccccc2NC(=S)NC(=O)C(C)(C)C)CC1
Assay by compound	33	34	35	36	37	38	39	40	41	42	43
HIF-2a block	2	-12	20	5	4	14	21	-150	16	17	9
PDI turbidity	1	-7	-1	-1	4	-12	10	·	5	2	7
NR2E3 ag-1	-25	-4	-15	5	20	-8	-1	-17	-7	-6	-12
NR2E3 ag-2	1	0	-3	-2	2	-2	1	-2	2	-3	1
Shn3 3UTR inh	9	-15	16	27	-28	82	2	-63	11	34	-2
MITF TRPM1 inh	-28	6	14	13	9	-11	4	·	4	-3	-2
H9c2 protect	9	-2	1	-2	-2	-10	-3	-12	-2	-1	-10
Peg3 promoter	-10	-6	18	30	10	17	-10	-100	32	1	10
iPSC survival up	-0.4	-0.3	-0.8	-0.1	0.1	0.0	1.7	0.8	-0.5	-2.7	-1.2
CaV13 ICDI inh	-3	-1	-15	-7	-3	14	-7	-5	-4	·	-12
HTR2A ag	-13	0	0	0	1	-2	0	1	1	0	-4

Compound activity as filed in PubChem.
